LYP phosphatase: inhibitors of LYP phosphatase, biochemical, fluorescence intensity, uHTS (AID 1779); Tyrosine-protein phosphatase non-receptor type 22 (Homo sapiens); hit rate 0.054% among 290,000; recombinant LYP phosphatase, fluorescence intensity; higher % means a stronger effect; one-dose inhibition, % at 11.5 µM; IC50 in µM for titrated hits; in the data active means inhibition above about 50%;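 further: plate controls were vehicle with enzyme for no effect and no enzyme for full effect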
West Nile virus CPE: West Nile virus antiviral activity, cell-based, CPE readout (AID 1621); West Nile virus-infected cells, CPE inhibition; higher % means a stronger effect; CPE inhibition, % at 10 µM, or IC50 in µM where a hit was titrated; hit rate 0.02% among 290,000; in the data active means a potency from the dose series; inconclusive means CPE inhibition mostly from about 3.7% at the one dose, without a potency; inactive means the rest, 99 in 100 with CPE inhibition below about 2.2%; further: strong numbers were not always called active
MgcRacGAP inhibition: MgcRacGAP GTPase-activating activity inhibitors, confirmation, biochemical, ADP Hunter fluorescence; hit rate 0.6% among 340,000; MgcRacGAP-stimulated Rac1 GTP hydrolysis, ADP Hunter fluorescence; higher % means a stronger effect; GST-tagged Rac1 F28L mutant substrate; one-dose inhibition, % at 30 µM; IC50 in µM for titrated hits;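 active means first-screen hits whose inhibition reached a set limit at any dose in the follow-up dose series; inconclusive means inhibition above the set first-screen limit but never retested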;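 further: fluorescence reports GDP produced by GAP-driven GTP hydrolysis; strong numbers were not always called active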
GPR35 antagonists: GPR35 antagonists blocking zaprinast-driven arrestin recruitment, primary screen, imaging, U2OS, beta-arrestin-GFP, zaprinast agonist (AID 2058); G-protein coupled receptor 35 (Homo sapiens); U2OS GPR35 beta-arrestin-GFP translocation imaging, zaprinast antagonism; higher % means a stronger effect; inhibition, % at 10 µM, or IC50 in µM where a hit was titrated; hit rate 0.052% among 290,000;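 active means inhibition of at least 50% with at least 30 cells and total cytoplasm GFP at most 10,000,000; inconclusive means under 30 cells or total GFP of 10,000,000 plus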
Salmonella PhoP GFP: inhibitors of PhoP regulon expression, primary screen, Salmonella Typhimurium, GFP reporter (AID 1863); S. Typhimurium PhoP-regulated promoter GFP reporter, 4 h; higher % means a stronger effect; inhibition, % at 50 µM; hits with a dose series show IC50 in µM; hit rate 0.16% among 300,000;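 active means inhibition over 29.93%, a cutoff 3 SD above the screen mean, later confirmed by dose response; inconclusive means inhibition over 29.93% but no dose response follow-up; inactive means inhibition at most 29.93% or unconfirmed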;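 further: 0% = low Mg2+ inducing control and 100% = high Mg2+ repressing control; strong numbers were not always called active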
Dengue-2 NS5 capping: Dengue-2 NS5 methyltransferase inhibitors, primary screen, biochemical, confirmation dose response (AID 588689). hit rate 0.3% among 340,000. inhibition, % at 25 µM, or IC50 in µM where a hit was titrated. Genome polyprotein (Dengue virus type 2 (strain 16681-PDK53)). Dengue-2 NS5 methyltransferase capping enzyme assay, biochemical; higher % means a stronger effect; in the data active means a potency from the dose series; inconclusive means inhibition above about 29% without an active follow-up result
RSV antiviral HEp-2: RSV antiviral activity via CPE protection, HEp-2 cells, primary 10 µM value included (AID 2391); HEp-2 cells, RSV-induced CPE inhibition; higher % means a stronger effect; CPE inhibition, % at 10 µM, or IC50 in µM where a hit was titrated; hit rate 0.13% among 310,000; in the data active means a potency from the dose series; inconclusive means CPE inhibition mostly from about 23% at the one dose, without a potency; inactive means the rest, 99 in 100 with CPE inhibition below about 21%; further: strong numbers were not always called active
ER stress rescue: rescue of cells from ER stress-induced death, primary screen, 384-well, CSM14.1, thapsigargin, ATP luminescence (AID 1222) | cellular ATP content (survival), % at 20 µM; hits with a dose series show EC50 in µM | 190,000 tested, under 10 active | CSM14.1 thapsigargin-induced death rescue, ATP luminescence; higher % means a stronger effect;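 active means EC50 below 50 µM in the dose-response confirmation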;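 further: death triggered by thapsigargin at about 15 µM added after 2 h compound pretreatment; cell ATP read after overnight thapsigargin exposure of roughly 18 to 22 hours; normalized against plate controls of thapsigargin alone and 5% DMSO vehicle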
SV40 large T antigen: SV40 large T antigen inhibitors, biochemical (AID 1903); inhibition, % at 20 µM, or IC50 in µM where a hit was titrated; hit rate 0.39% among 310,000; SV40 large T antigen ATPase/helicase inhibition assay; higher % means a stronger effect; in the data active means a potency from the dose series; inconclusive means inhibition mostly from about 32% at the one dose, without a potency; inactive means the rest, 99 in 100 with inhibition below about 32%; further: strong numbers were not always called active
Dengue-2 NS5 capping pilot replicate: second read-out of Dengue-2 NS5 capping, no call of its own (marks repeat the call); inhibition, %; measured here: pilot screen replicate inhibition
An asterisk follows results filed as active; ? = inconclusive; . = no result given; & = joins results of further samples.

SMILES	LYP phosphatase	West Nile virus CPE	MgcRacGAP inhibition	GPR35 antagonists	Salmonella PhoP GFP	Dengue-2 NS5 capping	RSV antiviral HEp-2	ER stress rescue	SV40 large T antigen	others
COc1cccc(NC(=O)C(=O)NCCCN2CCCC2=O)c1	.	.	-1%	.	1%	-3%	-1.2%	.	2%
CCSc1nnc(-c2ccccc2NC(=O)CC)c(=O)[nH]1	-11%	0.6%	4%	-3%	-11%	-1%	1.4%	3.7%	5%
Cc1ccc(C(=O)NCc2ccc3c(c2)OCO3)c(C)c1	-6%	-1.1%	8%	-12%	-5%	-1%	1.0%	.	4%	Dengue-2 NS5 capping pilot replicate=0.9
Cc1c(C(=O)N2CCCCCC2)c(S(=O)(=O)Nc2ccc(F)cc2)c(C)n1C	-5%	-0.4%	3%	-11%	-6%	5%	0.3%	.	8%
Cc1nnc(N/N=C/c2ccc([N+](=O)[O-])cc2)n1N	1%	0.2%	3%	5%	11%	2%	1.3%	0.0%	5%
Cc1ccccc1C1c2[nH]c3ccccc3c2CCN1CCCn1cccn1 (centres undefined)	0%	-1.0%	7%	2%	-4%	2%	2.1%	2.4%	0%
CCOC(=O)c1sc2c(c1C)C(c1cccs1)C1=C(CCCC1=O)N2 (centres undefined)	-6%	1.4%	11%	2%	-1%	1%	2.6%	1.8%	16%
Cc1cc(C)cc(OC(=O)N2CCOCC2)c1	-6%	0.0%	2%	0%	-3%	0%	1.4%	-2.7%	3%
Cc1ccc(NC(=O)N2CCCC2C(=O)NCc2cccs2)cc1 (centres undefined)	-7%	0.1%	3%	13%	3%	-9%	0.9%	-1.2%	22%
CCn1cc(Br)c(C(=O)Nc2ccc(OC)cc2)n1	1%	0.0%	-6%	-7%	1%	-1%	-0.4%	-4.4%	1%
CCN(CC)C(=O)Cn1cc(C(=O)C(=O)N2CCN(c3ccc(OC)cc3)CC2)c2ccccc21	-2%	-0.4%	10%	-7%	-2%	-2%	1.8%	.	12%
O=C(Nc1ccccc1Cl)NC1(C(=O)N2CCCC2)CCCCC1	0%	-0.3%	13%	5%	5%	9%	-0.1%	5.7%	8%
O=C(Cn1ncc2c3ccccc3n(Cc3ccccc3)c2c1=O)NC1CCCC1	-10%	-0.4%	8%	2%	-10%	-7%	2.5%	.	13%
O=S(=O)(c1ccccc1)N1N=C(c2ccccc2)CC1c1ccccc1 (centres undefined)	-2%	-0.8%	4%	2%	-9%	-10%	19%	3.7%	2%
CSc1nsc(SCC(=O)Nc2ccccc2)n1	-5%	1.3%	5%	16%	-1%	-17%	1.9%	.	8%
CCOC(=O)c1c(N)sc2c(OC)c(Br)ccc12	-5%	0.0%	203µM*	-2%	6%	-7%	-1.5%	-2.8%	0%
COCCN(C(=O)Nc1ccccc1)c1ccccc1	-4%	0.1%	-4%	-6%	-3%	6%	1.9%	1.9%	-4%
COc1ccc(CC(=O)Nc2ccc(N3CCN(c4ccc(OC)cc4)CC3)c(C#N)c2)cc1	-2%	-0.6%	8%	9%	9%	-3%	1.0%	-1.4%	2%
CC(Oc1cccc(Cl)c1)C(=O)NCCCCc1ccccc1 (centres undefined)	-9%	-1.4%	4%	-10%	-2%	-12%	1.4%	7.7%	9%
O=C(Nc1ccccc1)Nc1nnc(Cc2ccc([N+](=O)[O-])cc2)s1	-3%	-0.3%	8%	-15%	-9%	-1%	2.2%	-2.6%	5%
COc1ccc(N2CCN(C(=O)[C@@H](NC(=O)c3ccccc3Cl)C(C)C)CC2)cc1	-10%	-1.2%	12%	3%	-2%	2%	1.0%	.	17%
COc1c(C)cc(C(=O)C2CCCN(C(=O)c3cc(C)n(C)n3)C2)cc1C (centres undefined)	-9%	-1.7%	8%	-1%	5%	-12%	10%	.	4%
COc1ccccc1CNC(=O)CSc1nnc2c(Cl)cc(C(F)(F)F)cn12	-6%	0.1%	3%	14%	8%	4%	1.1%	-0.6%	5%
Cc1ccc(CC(=O)N/N=C/c2ccc3c(c2)OCO3)cc1	4%	0.9%	6%	2%	-3%	3%	-2.5%	-0.6%	7%
CCCCNCc1cc(OC)c(OCC(N)=O)cc1Br	-7%	0.2%	4%	11%	3%	-4%	0.5%	-1.3%	4%
c1cncc(-c2nc3ccccc3s2)c1	0%	0.3%	5%	-2%	-3%	2%	3.9%	.	-1%&14%
CCN(CC(=O)NCc1ccc(Cl)cc1)C(=O)c1cc2ccccc2o1	-11%	-1.0%	5%	-8%	-3%	-8%	2.6%	.	5%
COC(=O)C1(Cc2cc(-c3cccnc3)no2)CCN(C(=O)OC(C)(C)C)CC1	-17%	-0.4%	2%	2%	-1%	-8%	0.2%	.	16%
CC(=O)/C(N=Nc1cc2c(cc1[N+](=O)[O-])OCCO2)=C(\C)O	-1%	-0.2%	1%	-10%	-1%	-10%	1.2%	1.2%	1%
Cc1nn(-c2ccccc2)c(C)c1-c1nnc(-c2c(C)nn(-c3ccccc3)c2C)o1	2%	-0.6%	-4%	14%	-7%	-8%	.	.	9%
N/C(=N\c1nc2c(c(=O)[nH]1)CCC2)Nc1ccccc1C(F)(F)F	-6%	-0.4%	0%	8%	-2%	-1%	50%	-1.7%	-1%
CC(=O)c1cccc(NC(=O)c2cc(C)nn2-c2ccccc2)c1	1%	1.2%	7%	1%	-1%	-2%	1.6%	.	11%
Cc1cc(=O)n2nc(N3CCCC3C(=O)NCCCN3CCCCC3)sc2n1 (centres undefined)	-1%	0.5%	11%	-4%	-9%	-5%	1.4%	-4.7%	10%
CN(C(=O)COC(=O)c1cc[n+]([O-])cc1)c1ccccc1	-6%	-0.1%	1%	9%	14%	2%	2.7%	.	20%
CCOC(=O)C1=C2c3cc(OC)c(OC)cc3CC(C)(C)N2C(=O)C1=O	-2%	0.0%	-18%	-3%	1%	1%	3.4%	-0.8%	6%
CCOC(=O)Cc1ncccc1C(=O)Nc1ccc(OC(F)(F)F)cc1	-4%	.	-5%	-3%	-3%	-5%	0.2%	.	6%
Oc1c(C(c2ccco2)N2CCC3(CC2)OCCO3)sc2ncnn12 (centres undefined)	-5%	-0.3%	11%	9%	6%	-3%	-0.5%	-1.2%	14%
CC(C)c1nnc(NC(=O)CCC(=O)NC2CCCCCCC2)s1	3%	-0.3%	0%	1%	-9%	-3%	-0.6%	2.7%	19%
Cc1ccsc1C(=O)NC(C)c1ccccc1 (centres undefined)	-8%	-0.7%	8%	-3%	-2%	4%	1.0%	.	2%
Cc1nn(CCc2nc(-c3ccco3)cs2)c2[nH]c(=O)cc(C(F)(F)F)c12	1%	-0.2%	?	-8%	3%	>100µM*	7.7%	0.4%	36%
COc1cc(S(=O)(=O)Nc2ccc(C(=O)NCC(=O)O)cc2)ccc1NC(C)=O	-3%	-0.2%	5%	-6%	4%	-6%	0.6%	-1.2%	2%
Cc1cccc(CN2CCN(CC(=O)O)C2=O)c1	-12%	-0.1%	-4%	-5%	?	0%	.	-0.2%	-14%
CC(=O)Nc1ccc(NC(=O)c2c([N+](=O)[O-])cnn2C)cc1	-8%	0.0%	-17%	1%	11%	0%	-0.4%	.	4%
CCOC(=O)n1c(=O)n(Cc2c(Cl)cccc2Cl)c2ccccc21	4%	-0.3%	9%	7%	4%	-1%	1.0%	5.9%	0%
CC(=O)N1c2ccccc2C(=O)C1N1CCCCC1 (centres undefined)	-4%	0.2%	4%	-11%	-5%	10%	-1.0%	2.4%	5%
COc1cc(NC(=O)C/C(C)=N/NC(=O)c2ccccn2)c(OC)cc1Cl	-12%	0.0%	8%	-2%	0%	-4%	3.8%	.	17%
CN(Cc1nc2ccc(F)cc2[nH]1)C(=O)C1CCC(=O)N(C2CC2)C1 (centres undefined)	-10%	-0.2%	-3%	-9%	3%	0%	1.5%	.	1%
O=C(Cc1ccc([N+](=O)[O-])cc1)NCc1ccccc1Cl	6%	-0.9%	-3%	-9%	-2%	-3%	0.7%	-3.9%	6%
Cc1ccc(-c2csc(NC3OC(=O)c4ccccc43)n2)cc1 (centres undefined)	-12%	?	6%	-10%	-10%	-2%	1.6%	.	8%
O=C(Oc1coc(CSc2nnc(NC(=O)c3cccs3)s2)cc1=O)c1ccccc1	2%	-0.1%	-1%	-10%	-5%	0%	0.2%	-0.4%	14%
CCOC(=O)c1sc(NC(=S)NC(=O)c2ccccc2)c(C(=O)OCC)c1C	-4%	-0.6%	6%	3%	16%	-4%	2.3%	-1.7%	0%
O=c1cc(N2CCN(Cc3ccccc3)CC2)[nH]c(=O)n1-c1ccc(Br)cc1	2%	0.7%	8%	-5%	3%	-2%	0.6%	1.2%	8%
CCn1ncc(CNC(=O)CCCSc2nc(-c3ccco3)cc(C(F)(F)F)n2)c1C	-4%	-0.6%	4%	2%	2%	4%	0.7%	1.2%	9%
O=C(O)c1ccc(N2C(=O)CCCC2=O)cc1	-8%	0.2%	2%	8%	-6%	-7%	2.1%	.	26%
CC(=O)C1=C(O)CC(C)(C)CC1=NCCc1nc2ccccc2[nH]1	-4%	-0.2%	7%	-2%	7%	0%	-1.3%	-0.4%	5%
Cc1cc(C)c(NC(=S)N2CCN(c3ccc([N+](=O)[O-])cn3)CC2)cc1C	-1%	-1.1%	7%	4%	8%	2%	1.8%	.	9%
COc1cc(C(=O)O)nc2ccccc12	-6%	0.1%	6%	0%	-20%	-5%	1.3%	0.6%	1%
COc1cccc(-n2c(SCC(=O)Nc3nccs3)nnc2-c2ccoc2C)c1	0%	-0.2%	7%	-3%	-1%	-1%	4.6%	1.7%	9%
CCn1c(SCC(=O)NC2CCCCC2)nnc1-c1cccnc1	-7%	0.0%	8%	-18%	-4%	-2%	1.3%	.	12%
CC1(C)CC(NS(=O)(=O)c2ccc(S(N)(=O)=O)cc2)CC(C)(C)N1	-4%	0.0%	5%	7%	-4%	5%	-0.5%	.	5%
S=c1[nH]cnc2scc(-c3ccccc3)c12	3%	-1.3%	10%	-14%	8%	4%	8.2%	-0.8%	16%
Cc1cccc(-n2cnc(C(=O)NNC(=S)Nc3ccccc3)c2)n1	-4%	0.1%	15%	18%	7%	-16%	0.1%	.	25%
